Screening data: PubChem, National Center for Advancing Translational Sciences (NCATS)
pAkt inh = inhibitors of Akt phosphorylation; Neuro2A IGF-stimulated pAkt S473 HTRF, 20 min; active compounds read low; activity change, % for hits at 50 µM; 360,000 tested, 0.32% active; in the data active means activity change below about -80%; inconclusive means mostly about -51% to -80%; further: on the % scale 0 is the no-effect control and ±100 the full control effect
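Neuro2A cells (4,500/well, DMEM with 0.5% FBS) were treated with compound at a single 50 µM final concentration, stimulated with 6 nM IGF for 20 min at 37 °C, and lysed. Phospho-Akt Ser473 was read by HTRF as 665/615 ratio ×10^4.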
Abeta yeast res = compounds reversing amyloid beta toxicity in yeast | 410,000 tested, 0.063% active | yeast expressing A-beta42, growth rescue, OD600, 48 h; response scale: 0% DMSO, 100% iron-clioquinol control | Potency, µM (top dose mostly 46.1 µM), inactives show at the top dose growth rescue, actives largely listed as activators; further: potency means the concentration at half of the fitted maximal effect; nearly all actives have a fitted effect of over 55% in size
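Yeast A-beta toxicity model in growth medium with pinned compounds, 48 h at 30 C; growth read as absorbance at 600 nm. Normalized to FeCl3/clioquinol equimolar mix (positive) and DMSO (negative).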
HEK293 tox = cytotoxicity counter-screen for GLP-1 receptor inverse agonists. HEK293 cAMP-luciferase reporter cells, luminescence, 24 h. Potency, µM (top dose mostly 38.3 µM), for the others: at the top dose activity change, negative = inhibition, usual class: inhibitors. 410,000 tested, 0.13% active. AID 624418;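 further: loss of luciferase light is scored as toxicity; potency means the concentration at half of the fitted maximal effect; on the % scale 0 is the no-effect control and ±100 the full control effect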
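Cells in DMEM/10% Nu serum/1% pen-strep, 1536-well format. Pre-incubated 12 h, dosed with 23 nL compound, incubated a further 24 h. Luciferase detection, 12 min at room temp, luminescence.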
TDP-43 yeast inh = TDP-43 toxicity inhibition in yeast | 410,000 tested, 1.8% active | Potency, µM (doses to about 46.1 µM), for the others: at the top dose growth rescue (activation), most hits filed as activators | TDP-43 expressing yeast growth rescue, BacTiter-Glo, 24 h; further: potency means the concentration at half of the fitted maximal effect; % of control where 0% means no effect; nearly all actives have a fitted effect of over 50% in size
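Cell-based yeast growth screen: TDP-43 expression induced in galactose, inoculum OD600=0.02 after raffinose pregrowth to mid-log. Read-out BacTiter-Glo luminescence at 24 hr, 30 deg C; inhibition of toxicity seen as signal increase.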
MmCpn inh = blocks the Methanococcus maripaludis chaperonin Mm-Cpn. purified Mm-Cpn ATPase, ADP Transcreener TR-FRET. Potency, µM (top dose mostly 76.9 µM), without a hit: at the highest dose activity, negative = inhibition, actives largely listed as inhibitors. 330,000 tested, 0.031% active; further: potency means the concentration at half of the fitted maximal effect; on the % scale 0 is the no-effect control and ±100 the full control effect; nearly all actives have a fitted effect of over 80% in size
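ATPase turnover read by TR-FRET ADP competition (Eu cryptate antibody/ADP-d2, 665/590 nm): 10uM ATP final, 25nM Mm-CPN final, 30 min 37degC after 10-min compound preincubation, pH 7.4 Tris/KCl/MgCl2/DTT buffer.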
aSyn rescue = inhibitors of alpha-synuclein toxicity in yeast; 370,000 tested, 0.14% active; Yeast expressing alpha-synuclein, growth rescue, BacTiter-Glo, 24 h; Potency, µM (doses to about 46.1 µM), inactives show at the top dose growth rescue (activation), hits mostly activators; AID 652106; further: potency means the concentration at half of the fitted maximal effect; % of control where 0% means no effect; nearly all actives have a fitted effect of over 65% in size
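Rescue of yeast growth: cells expressing toxic alpha-synuclein, induced in galactose at OD600 0.02, incubated with compound 24 h at 30 C. ATP luminescence quantified growth; inhibitors of toxicity appear as activators.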
GLP-1R inv ag = GLP-1 receptor (human) inverse agonism | P43220 | HEK293 GLP-1R CRE-luciferase, luminescence, 24 h; GLP-1R form is constitutively active | Potency, µM (top dose mostly 38.3 µM), inactives show at the highest dose activity change, negative = inhibition, usual class: inhibitors | 410,000 tested, 1.6% active | AID 624417; further: potency means the concentration at half of the fitted maximal effect; on the % scale 0 is the no-effect control and ±100 the full control effect; nearly all actives have a fitted effect of over 55% in size
Target sequence (P43220 whole entry, looked up): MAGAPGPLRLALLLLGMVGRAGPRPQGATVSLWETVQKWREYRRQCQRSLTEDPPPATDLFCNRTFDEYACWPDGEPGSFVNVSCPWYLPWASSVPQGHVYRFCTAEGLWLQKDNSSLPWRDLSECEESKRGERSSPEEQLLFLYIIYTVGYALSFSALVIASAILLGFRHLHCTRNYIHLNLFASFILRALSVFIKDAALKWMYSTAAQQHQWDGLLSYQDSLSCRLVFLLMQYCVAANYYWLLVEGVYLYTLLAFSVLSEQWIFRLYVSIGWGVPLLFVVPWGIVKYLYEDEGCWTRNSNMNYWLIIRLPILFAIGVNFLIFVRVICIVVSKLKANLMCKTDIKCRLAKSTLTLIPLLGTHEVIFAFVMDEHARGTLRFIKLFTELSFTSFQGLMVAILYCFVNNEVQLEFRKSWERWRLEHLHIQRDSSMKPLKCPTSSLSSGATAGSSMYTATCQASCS
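Luminescence readout: a drop in cAMP-driven luciferase signal flags inverse agonism at a constitutively active GLP-1R stably expressed in HEK293. Compound exposure lasted 24 hr at 37 deg C, 5% CO2.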
FUS yeast rescue = rescues growth of FUS-expressing yeast. 390,000 tested, 0.24% active. S. cerevisiae FUS-expressing, growth rescue, OD600, 24 h. Potency, µM (top dose mostly 76.6 µM), for inactives: at the highest dose growth rescue (activation), hits mostly activators. AID 1347120;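 further: potency means the concentration at half of the fitted maximal effect; plate controls were DMSO vehicle for no effect and reference control for full effect; nearly all actives have a fitted effect of over 55% in size; some results filed as inactive show a strong effect at the top dose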
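Restored growth of FUS-toxic S. cerevisiae, read as 600 nm absorbance after 24 h at 30C in galactose medium (starting OD 0.005). Controls CP55940 and DMSO.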
PTHR1 ag = PTHR1 (human) receptor agonism. 410,000 tested, 0.075% active. Q03431. HEK293 GP2 PTHR1 cells, GloSensor cAMP luminescence, 1 h. Potency, µM (titrated, usually from 115 µM), inactives show at the highest dose activation, usual class: activators; further: potency means the concentration at half of the fitted maximal effect; nearly all actives have a fitted effect of over 55% in size; some results filed as inactive show a strong effect at the top dose; inactives centre near -15; many of its hits are not listed in these tables
Target sequence (Q03431 whole entry, looked up): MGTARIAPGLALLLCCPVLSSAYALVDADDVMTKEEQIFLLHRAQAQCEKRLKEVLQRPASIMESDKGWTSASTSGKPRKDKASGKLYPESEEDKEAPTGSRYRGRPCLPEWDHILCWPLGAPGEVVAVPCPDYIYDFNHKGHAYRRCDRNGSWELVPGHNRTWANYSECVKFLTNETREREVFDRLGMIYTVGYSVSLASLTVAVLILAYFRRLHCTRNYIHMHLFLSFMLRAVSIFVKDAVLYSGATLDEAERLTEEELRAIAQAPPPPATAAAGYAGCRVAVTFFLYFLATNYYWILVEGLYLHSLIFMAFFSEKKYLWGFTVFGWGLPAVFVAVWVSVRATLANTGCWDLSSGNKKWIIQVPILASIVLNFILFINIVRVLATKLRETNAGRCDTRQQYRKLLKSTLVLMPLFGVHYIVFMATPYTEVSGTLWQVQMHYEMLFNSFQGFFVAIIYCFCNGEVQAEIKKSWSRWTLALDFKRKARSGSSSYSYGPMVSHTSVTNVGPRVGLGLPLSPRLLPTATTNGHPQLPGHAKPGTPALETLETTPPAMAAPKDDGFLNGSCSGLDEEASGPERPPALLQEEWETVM
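HEK-293-derived GP2 cells expressing PTHR1 and a GloSensor cAMP reporter, 3,000/well, plated overnight, given luciferin plus IBMX (each 0.5 mM as added) for 1 h at 37 °C, then compound for 1 h at 37 °C. Luminescence was read after 15 min at room temperature.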
* = called active by the depositor; i = inactive; ? = inconclusive; . = no result given; & = joins results of further samples; [ ] = remark or other dose. Unless noted, the call rests on the fitted dose curve; in most records, active means well fitted curve in the direction sought with a large enough effect; inconclusive means small, poorly fitted or top-dose-only effect, or another doubt; inactive means no such curve, though single readings can be large; an effect the other way counts as inactive or inconclusive.

SMILES	pAkt inh	Abeta yeast res	HEK293 tox	TDP-43 yeast inh	MmCpn inh	aSyn rescue	GLP-1R inv ag	FUS yeast rescue	PTHR1 ag
NC(=O)C1CCCN(CC(=O)Nc2cc(S(=O)(=O)N3CCOCC3)ccc2N2CCCC2)C1 (stereo not given)	i	-11%	-41%	9%	-1%	6%	14%	-1%	i
O=C(C1CCN(c2ccc(N3CCOCC3)nn2)CC1)N1CCN(c2ccc(F)cc2)CC1	i	-5%	7%	-15%	0%	0%	40%[activator]	11%	i
COCC(=O)Nc1nnc(-c2ccc(C(C)(C)C)cc2)s1	i	-4%	-3%	8%	0%	-9%	?	17%	-24%
COc1nc(NCc2cccnc2)nc(OC)n1	i	3%	-1%	-12%	1%	0%	-8%	14%	-6%
COc1ccc(Cl)cc1NCc1nnc2n1CCCCC2	.	-6%	5%	-3%	.	3%	22%	8%	i
O=C(Cn1[nH]c(=O)c2ccccc2c1=O)NCC1COc2ccccc2O1 (stereo not given)	i	12%	3%	23%	-1%	0%	21%	-10%	i
CC1CCN(S(=O)(=O)N2CCCC(C(=O)NCc3ccccc3Cl)C2)CC1 (stereo not given)	i	-2%	10%	24%	0%	-1%	7.1µM*	16%	-1%
COc1ccc(CNC(=S)NC2CCCCC2)cc1	i	?	?	25%	1%	-2%	-36%	4%	-10%
Cc1ccccc1OCCn1c(CCNC(=O)C2CCCCC2)nc2ccccc21	.	-5%	-13%	15%	.	2%&1%	?	11%	-20%
CCCC(=O)N(c1ccc2oc(=O)sc2c1)S(=O)(=O)c1cccs1	i	-7%	-9%	27%	1%	3%	-5%	?	-5%
CCN(CC)CCN(Cc1cc2cc(C)cc(C)c2[nH]c1=O)C(=S)NCc1ccco1	i	5%	-2%	-34%[inhibitor]	-14%	-9%	-32%	18%	i
O=C1OC(c2ccccc2)(c2ccc(O)cc2)c2ccccc21 (stereo not given)	i	17%	-3%	-10%	.	7%	?	10%	-44%[inhibitor]

Limited to Abeta yeast res (2 entries from above):
mol	Abeta yeast res
NC(=O)C1CCCN(CC(=O)Nc2cc(S(=O)(=O)N3CCOCC3)ccc2N2CCCC2)C1 (stereo not given)	-11%
O=C(C1CCN(c2ccc(N3CCOCC3)nn2)CC1)N1CCN(c2ccc(F)cc2)CC1	-5%

(listing goes on)
SMILES	pAkt inh	Abeta yeast res	HEK293 tox	TDP-43 yeast inh	MmCpn inh	aSyn rescue	GLP-1R inv ag	FUS yeast rescue	PTHR1 ag
O=C(CCNC(=O)Cn1cnc2ccccc2c1=O)NCC1CCCO1 (stereo not given)	i	8%	17%[0.307 µM]	-4%	1%	0%	4%[0.307 µM]	2%	-10%
O=C(Cn1cnc2ccccc2c1=O)NCc1ccc2c(c1)OCO2	i	-2%	-4%	0%	2%	2%	3%	19%	?
CCCC(C(=O)NC1CCCC1)N(C(=O)Cn1nnc(-c2ccc(C)o2)n1)c1ccccc1OC (stereo not given)	i	11%	1%	-17%	1%	-1%	3%	15%	i
Cc1cc(NC(=O)/C=C/c2cccc(Cl)c2)n(-c2nc3ccccc3[nH]2)n1	i	5%	5%	8%	-1%	-13%	19%	-10%	i
O=C(Nc1ccccc1C(=O)OCc1cc(=O)n2c3c(sc2n1)CCCC3)c1ccccc1	.	1%	-19%	14%	.	.	?	35%	-27%
COc1ccc(OC)c(C(C)NC(=O)C(C)Cc2ccccc2)c1 (stereo not given)	i	1%	-2%	0%	-5%	9%	-30%	3%	-14%
Cc1c(CCC(=O)NCCCCCC(=O)O)c(=O)oc2cc3occ(-c4ccccc4)c3cc12	i	-70%[inhibitor]	2%	?	1%	15%	16%	?	i
COCCCn1c(SCc2ccccc2F)nc2c(sc3ccccc32)c1=O	.	-10%	0%	0%	.	.	0%	6%	i
COc1ccc(C2C(O)C(c3c[nH]c4ccccc34)=NN2C(=O)CCl)cc1 (stereo not given)	i	-6%	11µM*	2%	-1%	-2%	?	?	-27%
CC1CCc2sc(C(=O)N(C)CC(=O)Nc3ccc(N4CCOCC4)cc3)cc2C1 (stereo not given)	i	7%	14%	-7%	-4%	4%	17%	37%	i
Cc1occc1-c1nnc(SCC(=O)c2ccc3c(c2)OCCO3)n1CC1CCCO1 (stereo not given)	i	-8%	-17%	3%	-8%	7%	-17%	2%	i
CCC1CCCCN1CCCNC(=O)c1ccc(CS(=O)(=O)c2ccc(Br)cc2)o1 (stereo not given)	.	8%	7%	10%	1%	-3%	?	-16%	i
CCc1ccc(CN(Cc2cn[nH]c2-c2ccc(OC)cc2)C(=O)Nc2cc(Cl)ccc2OC)cc1	.	-12%	-12%	0%	.	.	?	32%	i
Cc1ccc2[nH]c(=O)c(CN(Cc3ccccc3)Cc3nnnn3C3CCCC3)cc2c1	i	0%	1%	-14%	-2%	2%	2%	29%	?
Cn1nnc(NC(=O)CSc2ncn[nH]2)n1	i	13%	-7%	22%	1%	4%	-3%	-7%	-17%[57.5 µM]
O=C1CN(c2ccc(F)cc2)C(=S)N1c1ccccc1	i	-7%	12%	-1%	0%	1%	-13%	14%	-14%
Cc1cnc(C(=O)NC2CC(C)(C)Cc3c2cnn3-c2cccc(F)c2)cn1 (stereo not given)	i	-6%	?	14%	2%	-7%	-1%	12%	i
COc1cccc(NC(=O)c2oc3ccccc3c2NC(C)=O)c1	.	-8%	1%	-11%	1%	-1%	0%	27%	-10%[57.5 µM]
COc1cccc2cc(-c3cn4ccc(C)cc4n3)c(=O)oc12	i	4%	-2%	-8%	.	1%	18%	-1%	-23%[57.5 µM]
Cn1cc(C(=O)NCCc2ccccc2)c(=O)c2cc(S(=O)(=O)N3CCCCCC3)ccc21	.	-12%	9%	8%	.	.	8%	2%	-60%[inhibitor]
Cc1[nH]c(C)c(S(=O)(=O)N2CCCCC2)c1C(=O)N1CCCC1	i	10%	-2%	-1%	-2%	-5%	7%	-16%	i
CC12CCC(=O)C=C1CCC1C2C(=O)CC2(C)C1CCC2(O)C(=O)CO (stereo not given)	i	-1%	-6%	-17%[1.82 µM]	-1%	10%	1%	7%	i
COC(=O)[C@]12CCCCC=C1N(Cc1ccccc1)C(=O)[C@H](CC(=O)N1CCOCC1)C2	i	-9%	-1%	1%	.	-3%	-1%	11%	i
COc1ccc(/C=C(\NC(=O)c2ccc(C)cc2)C(=O)Nc2c(C)n(C)n(-c3ccccc3)c2=O)cc1	i	1%	-2%	2%	1%	3%	-22%	-11%	i
O=C(O)c1cc(Cl)c2c(c1)OCO2	i	6%	-14%	?	0%	1%	3%	17%	i
COC(=O)CSc1nnc(-c2ccccc2OC)n1-c1ccc(C)cc1	i	4%	-9%	4%	-1%	-4%	-12%	5%	i
CN1Cc2sc(N)c(C#N)c2CC1(C)C	i	10%	77%[activator]	-5%	0%	0%	56%[activator]	29%	i
COC(=O)C1C(O)=C(C=NCc2ccccc2)C(=O)CC1(C)C (stereo not given)	-114%*	4%	-7%	-2%	1%	7%	-1%	-4%	i
CCC(C)C(NC(N)=O)C(=O)Nc1ccc(C(=O)OC)cc1 (stereo not given)	i	-11%	-13%	-1%[0.397 µM]	2%	9%	4%	3%	i
Brc1ccc(-c2csc(-c3c[nH]c4ccccc34)n2)cc1	i	2%[9.22 µM]	-2%	10%	?	-17%	-2%	-39%	-8%
CCOc1ccccc1CNC(=O)c1cccc(NC(=O)c2nsc3ccccc23)c1	.	-3%	0%	15%	.	.	?	29%	-72%[inhibitor]
O=C(COC(=O)/C=C/c1ccc(OC(F)F)cc1)NCc1cccs1	i	-2%	-1%	30%	2%	-1%	9%	-16%	i
COCCNC(=O)C1(C)CCCN(Cc2csc(-c3ccc(Cl)cc3)n2)C1 (stereo not given)	i	-14%	1%	0%	.	-1%	-31%	0%	0%
COc1ccc(C(C)NC(=O)c2cccc([N+](=O)[O-])c2)cc1OC (stereo not given)	i	8%	-9%	15%	2%	1%	23%	.	i
Cc1cccc(-c2noc(CN(C(=O)c3ccccc3Cl)C(C)C)n2)c1	.	8%	-8%	?	.	.	?	6%	-33%[inhibitor]
CCOC(=O)C1CCC(CN(Cc2ccc(OC)cc2)S(=O)(=O)c2ccc(F)c(C(=O)Nc3c(C)cccc3C)c2)CC1 (stereo not given)	.	-10%	-1%	-2%	.	.	2µM*	30%	i
CC(=O)N1CCC2(CC1)C/C(=N\NC(=S)Nc1ccccc1C)c1cc(O)ccc1O2	i	16%	-2%	29%	-6%	-1%	13%	?	-8%
O=C(COc1ccc(S(=O)(=O)NCc2ccccc2)cc1Cl)NCc1ccccn1	i	-9%	15%	21%	-1%	-1%	14%	-21%	-13%
Cc1ccc(-n2nnnc2CNC(=O)C2CC(=O)N(c3ccccc3)C2)cc1C (stereo not given)	i	10%&-12%	-1%&2%	0%&8%	-2%	3%	5%&6%	-6%&22%	-37%[inhibitor]
COc1cccc(CNC(=O)Cn2nc(-c3ccc(Cl)cc3)ccc2=O)c1	i	4%&-16%	-8%&11%	?	-3%	1%&-1%	-10%&0%	30%&37%	i
CCSc1nsc(NC(=O)Nc2ccccc2Cl)n1	i	-1%	-26%	-11%	.	-13%	?	15%	-31%[inhibitor]
Cc1nnc(SCC(=O)N2c3ccccc3Sc3ccccc32)n1N	i	9%	-5%	-12%	0%	3%	6%	4%	i

Not all compounds are listed (hit frequency here may not be typical).
